Assay outcomes from PubChem BioAssay.
TDP2 absorb = TDP2 (human) inhibition, absorbance primary screen; O95551; recombinant TDP2, T5PNP hydrolysis, p-nitrophenol absorbance 415 nm; inhibition, % at 12.8 µM; hit rate 0.34% among 370,000; AID 720702;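 active = inhibition above the mean of all tested compounds plus 3 SD, set per campaign, cut at about 25% in these data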;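 also: 0% = DMSO with enzyme and 100% = buffer with substrate but no TDP2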
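Assay system: recombinant human TDP2 / Reagent: T5PNP substrate at 5 mM, a TopII-DNA adduct mimic / Measured by: epi absorbance from released p-nitrophenol / Evaluation: % inhibition relative to enzyme-containing and enzyme-free wells / Control set: enzyme-free and DMSO wells / Replicates: each compound tested once, singlicate / Schedule: enzyme reaction with compound for 2 h at 37 °C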
Tn6 DDE FP = DD(E)-Tn6 binding inhibition, primary FP screen; P02675; Fibrin DD(E) TRITC-Tn6 fluorescence polarization displacement; inhibition, % at 8.3 µM; hit rate 0.21% among 370,000;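 active = inhibition above a per-campaign cutoff: mean of compounds within control limits plus 3 SD, cut at about 15% in these data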;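 also: 0% = median of all compound wells on the plate and 100% = blocking peptide control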
proKLK7 act = activators of human kallikrein-7 zymogen; P49862; purified proKLK7, EDANS-DABCYL substrate fluorescence; 100% is mature enzyme control, 0% vehicle; activation, % at 7 µM; hit rate 0.9% among 370,000;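 active = activation above the mean of all tested compounds plus 3 SD, computed per campaign excluding outliers beyond control limits, cut at about 13% in these data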
Target sequence (P49862 whole entry, looked up): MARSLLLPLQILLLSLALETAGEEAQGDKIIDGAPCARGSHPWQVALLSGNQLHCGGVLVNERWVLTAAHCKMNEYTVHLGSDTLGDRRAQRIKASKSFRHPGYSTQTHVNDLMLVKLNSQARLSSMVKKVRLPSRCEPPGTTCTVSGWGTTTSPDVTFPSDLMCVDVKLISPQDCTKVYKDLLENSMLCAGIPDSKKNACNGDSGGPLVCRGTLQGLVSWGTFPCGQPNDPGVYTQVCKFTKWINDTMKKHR
Tn7 DDE FP = DD(E)-Tn7 binding inhibition, primary FP screen; P02675; FP displacement of FITC-Tn7 peptide from fibrin DD(E); 0% = median of compound wells per plate; inhibition, % at 8.3 µM; hit rate 0.13% among 370,000; AID 720508;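 active = inhibition above the mean of compounds falling within the control limits plus 3 SD of them, cut at about 14% in these data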;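 also: 0% = plate median of compound wells and 100% = 10 µM Aha-Tn7 peptide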
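Also added: labelled Tn7 tracer, 0.1 µM; Assay system: human fibrin DD(E) protein; Amount: 2 µM fibrin DD(E); Schedule: 10 min compound pre-incubation, 3 h probe incubation at room temperature; Repeats: one replicate per compound; Read-out basis: percent inhibition; Measured by: fluorescence polarization of the labelled Tn7 tracer.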
UHRF1 binding = UHRF1 methyl-DNA binding inhibition. UHRF1 binding to methylated oligo, TR-FRET. inhibition, % at 4.4 µM. hit rate 0.75% among 370,000; in the data active = inhibition above about 21%;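 also: UHRF1 SRA domain binding a hemimethylated CpG hairpin DNA probe; 0% = median of test compound wells and 100% = reference inhibitor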
Target sequence (Q96T88 whole entry, looked up, the tested form may be a part): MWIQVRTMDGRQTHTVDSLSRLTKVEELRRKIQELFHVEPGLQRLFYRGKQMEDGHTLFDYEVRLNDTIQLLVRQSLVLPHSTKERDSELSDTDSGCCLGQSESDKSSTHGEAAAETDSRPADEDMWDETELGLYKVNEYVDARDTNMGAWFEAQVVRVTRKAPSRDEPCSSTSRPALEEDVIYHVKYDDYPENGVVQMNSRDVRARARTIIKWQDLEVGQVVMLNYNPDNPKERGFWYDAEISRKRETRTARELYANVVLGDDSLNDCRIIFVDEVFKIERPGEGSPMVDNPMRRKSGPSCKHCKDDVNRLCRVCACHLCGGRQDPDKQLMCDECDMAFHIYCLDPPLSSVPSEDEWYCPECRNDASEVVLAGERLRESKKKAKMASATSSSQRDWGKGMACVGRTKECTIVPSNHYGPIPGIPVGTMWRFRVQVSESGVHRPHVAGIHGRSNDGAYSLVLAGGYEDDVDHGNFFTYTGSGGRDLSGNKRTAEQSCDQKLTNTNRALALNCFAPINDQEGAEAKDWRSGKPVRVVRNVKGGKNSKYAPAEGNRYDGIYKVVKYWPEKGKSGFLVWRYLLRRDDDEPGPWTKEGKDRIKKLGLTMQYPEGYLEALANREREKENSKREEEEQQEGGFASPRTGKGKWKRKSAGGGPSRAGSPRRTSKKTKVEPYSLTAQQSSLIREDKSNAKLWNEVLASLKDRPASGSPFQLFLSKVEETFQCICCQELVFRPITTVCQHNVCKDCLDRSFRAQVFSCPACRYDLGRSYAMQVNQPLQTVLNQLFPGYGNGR
MBD2 DNA inh = inhibitors of human MBD2 binding to methylated oligonucleotide. TR-FRET. inhibition, % at 4.4 µM. hit rate 0.31% among 370,000; in the data active = inhibition above about 13%
SIAE primary = blocks human sialic acid acetylesterase; Q9HAT2; hit rate 0.69% among 370,000; inhibition, % at 9.66 µM; SIAE FP-Rh probe binding, fluorescence polarization;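 active = inhibition above a cutoff: mean of compounds within the control limits plus 3 SD of those, cut at about 17% in these data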;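 also: 0% = plate median of compound wells and 100% = probe without SIAE protein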
TCR CD3 inh = blocks the human TCR-CD3 interaction. TAMRA-labeled TCR probe fluorescence, biochemical. inhibition, % at 9.4 µM. hit rate 0.37% among 360,000; in the data active = inhibition above about 19%;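 also: recombinant mutant TCR 2C K166C tagged with TAMRA read by polarization; 0% = receptor in buffer alone and 100% = receptor with positive control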
LEDGF integ inh = blocks HIV-1 LEDGF/p75-dependent DNA integration; inhibition, % at 3.7 µM; AID 743269; TR-FRET IN-LEDGF/p75 DNA integration, Eu/Cy5; hit rate 0.64% among 370,000;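 active = inhibition above the screen-wide mean plus 3 SD, cut at about 13% in these data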;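 also: signal is the Cy5 over europium emission ratio at 671 and 618 nm; 0% = plate median of compound wells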
PRMT1 inh = PRMT1 (human) inhibition, primary screen. Q99873. hit rate 1.3% among 370,000. recombinant PRMT1, activity-based probe fluorescence polarization. inhibition, % at 2.79 µM;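 active = inhibition above about 21% made by adding two undisclosed values, limit read from the data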
Numbers without * were called inactive; · = no result given.

Second line of a record – TDP2 absorb, Tn6 DDE FP, proKLK7 act, Tn7 DDE FP, UHRF1 binding, MBD2 DNA inh, SIAE primary, TCR CD3 inh, LEDGF integ inh, PRMT1 inh
- Cc1ccc(Nc2c([N+](=O)[O-])ccc3nonc23)cc1C
 : -10, 4, 0.2, -1, 2, 2, -3, -6, 4, -1
- Cc1ccc(S(=O)(=O)Cc2ccc(C(=O)N3CCC(C(N)=O)CC3)o2)cc1
 : 13, 7, 0.0, -10, -2, 0, 2, 8, -1, 1
- COc1ccc(-c2ccnc3c(C(=O)O)cnn23)cc1
 : 4, 1, 10, 5, 1, 5, -5, -8, -4, 5
- O=C(Nc1ccc2nc3n(c(=O)c2c1)CCCC3)c1ccc(Cl)nc1
 : -3, 3, 0.2, 7, 0, -4, 6, -2, -2, -3
- O=C(O)CCc1ccc(-c2ccccc2)n1Cc1ccco1
 : 4, -10, 1.0, 2, 15, 7, -3, -7, 18*, 33*
- COc1cccc(C(=O)N/N=c2\sc3ccccc3n2C)c1
 : 8, 0, 0.2, -3, 0, -2, 5, -1, -1, 1
- CCCc1cc(=O)[nH]c(SCC(=O)Nc2ccc(N3CCCCC3)cc2)n1
 : -4, -5, -0.2, 5, -3, 0, 6, 4, -1, 49*
- CC(C)CC1NC(=O)c2ccccc2-n2c1nc1ccccc1c2=O (stereo unspecified)
 : -9, 2, -0.1, 5, 7, 0, -1, 0, 2, 3
- CNc1nc(C)nc(N/N=C/c2ccccc2)n1
 : -17, 4, 0.5, -5, 7, 1, 3, -9, 5, -2
- Cc1ccc(C)c2sc(N3CCN(C(=O)c4ccc([N+](=O)[O-])o4)CC3)nc12
 : 6, 9, 0.3, 6, -1, -1, -7, 3, 3, -2
- O=C(NC(=S)NNC(=O)c1ccccc1O)c1ccccc1
 : 6, 0, -0.3, -2, 0, 0, 12, 13, -4, -2
- CN(CC#Cc1ccccc1)C(N)=NC(=O)/C=C/c1ccccc1
 : -1, 0, 0.8, 2, -1, 1, 0, ·, 8, -4
- Cc1ccc(C(=O)O/N=C2\CCSc3ccc(C)cc32)cc1
 : 0, -10, 0.4, 2, -1, -2, -7, 9, -1, -2
- COCCNc1nc(Oc2cccc(NC(C)=O)c2)c2sccc2n1
 : -2, -8, 0.5, 3, 2, 6, -5, -2, -1, 10
- O=C(CSC(=S)N1CCCC1)N(Cc1nnc(-c2ccccc2Cl)o1)C1CC1
 : -9, 2, 0.1, -1, 0, 0, 5, -1, -7, 4
- O=C(Cc1n[nH]c(=O)c2ccccc12)N1CCN(S(=O)(=O)c2ccc(F)c(Cl)c2)CC1
 : 8, -7, 0.4, -2, 0, -3, 3, 0, 2, -4
- Cc1ccc(N(CC(=O)Nc2ccccc2C(=O)NCc2ccco2)S(=O)(=O)c2ccccc2)cc1C
 : -15, -5, -3.7, -8, 8, 3, -24, -1, 1, 7
- O=C(CN(CCc1ccccc1)S(=O)(=O)c1ccc(Br)cc1)N/N=C/c1ccc2c(c1)OCO2
 : 3, -2, -0.5, -10, -2, 1, -1, 6, -1, -3
- COc1cc(C2NC(=O)NC(c3ccccc3)=C2C(C)=O)ccc1OCC(=O)O (stereo unspecified)
 : -2, 3, 0.6, 0, -1, -2, 4, 9, 1, 2
- Cc1ccc(-n2nnc(-c3cnc4ccccc4c3)n2)cc1
 : 3, -3, 0.1, 1, 2, 3, 4, -1, 1, 2

An excerpt from above in order of length of the SMILES, highest first.
Second line of a record – TDP2 absorb, Tn6 DDE FP, proKLK7 act, Tn7 DDE FP, UHRF1 binding, MBD2 DNA inh, SIAE primary, TCR CD3 inh, LEDGF integ inh, PRMT1 inh
- O=C(Cc1n[nH]c(=O)c2ccccc12)N1CCN(S(=O)(=O)c2ccc(F)c(Cl)c2)CC1
 : 8, -7, 0.4, -2, 0, -3, 3, 0, 2, -4
- Cc1ccc(C)c2sc(N3CCN(C(=O)c4ccc([N+](=O)[O-])o4)CC3)nc12
 : 6, 9, 0.3, 6, -1, -1, -7, 3, 3, -2
- O=C(CSC(=S)N1CCCC1)N(Cc1nnc(-c2ccccc2Cl)o1)C1CC1
 : -9, 2, 0.1, -1, 0, 0, 5, -1, -7, 4
- CCCc1cc(=O)[nH]c(SCC(=O)Nc2ccc(N3CCCCC3)cc2)n1
 : -4, -5, -0.2, 5, -3, 0, 6, 4, -1, 49*
- O=C(Nc1ccc2nc3n(c(=O)c2c1)CCCC3)c1ccc(Cl)nc1
 : -3, 3, 0.2, 7, 0, -4, 6, -2, -2, -3
- COCCNc1nc(Oc2cccc(NC(C)=O)c2)c2sccc2n1
 : -2, -8, 0.5, 3, 2, 6, -5, -2, -1, 10
- Cc1ccc(-n2nnc(-c3cnc4ccccc4c3)n2)cc1
 : 3, -3, 0.1, 1, 2, 3, 4, -1, 1, 2
- O=C(NC(=S)NNC(=O)c1ccccc1O)c1ccccc1
 : 6, 0, -0.3, -2, 0, 0, 12, 13, -4, -2
- COc1ccc(-c2ccnc3c(C(=O)O)cnn23)cc1
 : 4, 1, 10, 5, 1, 5, -5, -8, -4, 5
- CNc1nc(C)nc(N/N=C/c2ccccc2)n1
 : -17, 4, 0.5, -5, 7, 1, 3, -9, 5, -2

The results go on.
Second line of a record – TDP2 absorb, Tn6 DDE FP, proKLK7 act, Tn7 DDE FP, UHRF1 binding, MBD2 DNA inh, SIAE primary, TCR CD3 inh, LEDGF integ inh, PRMT1 inh
- CC(=O)c1cc(F)c(N2CCN(C(=O)COc3ccc(F)cc3)CC2)cc1C
 : -12, 4, -0.1, 4, 5, 3, -5, -2, 2, -1
- O=C1OCCC1Sc1nnc(-c2ccco2)o1 (stereo unspecified)
 : 1, -6, 0.0, -1, 0, 0, 1, 6, -1, -2
- NC(=O)NC(=O)COC(=O)c1ccc2c(c1)C(=O)N(Cc1ccccc1)C2=O
 : 2, 4, 0.9, 2, 0, 1, -12, 0, 3, 0
- COc1ccc(C(=O)Nc2cccc(C(=O)N/N=C/c3ccc(OC)cc3OC)c2)cc1
 : 8, -8, -55, 5, -1, 5, -54, -12, -1, 2
- CCOC(=O)C1=C(C)Nc2ccccc2N=C1NC(=O)c1ccc(Cl)c(S(=O)(=O)N2CCCC2)c1
 : 5, 5, -0.5, 2, 3, 3, -9, 3, -3, 2
- C=CCSc1nnc(NC(=O)CSc2nnc(C)s2)s1
 : 10, 3, -0.6, -3, 1, -2, -3, 4, -1, 1
- O=C(CN(C(=O)c1csnn1)c1ccccc1C(F)(F)F)NC1CCCCC1
 : -2, 2, -0.3, 1, 0, 2, -2, -4, 1, 0
- O=C(c1ccccc1)C(CN1CCCCC1)c1ccccc1 (stereo unspecified)
 : 0, 5, 0.1, 3, 0, -2, -2, 0, -1, 4
- CC(/C=N/n1cnnc1)=C\c1ccccc1
 : -5, 5, -0.4, -7, -2, -1, -3, 9, -1, 1
- CCC(Sc1nc(N)cc(N)n1)C(=O)O (stereo unspecified)
 : -1, 5, 0.3, -9, 0, -6, 3, 8, 5, 0
- Brc1ccccc1OCCCCCN1CCOCC1
 : -7, 3, -0.4, -12, 2, 4, -4, -2, 6, -2
- CCN(CC(=O)Nc1c(F)cccc1F)C(=O)c1ccc(-n2cncn2)c([N+](=O)[O-])c1
 : 1, -7, 0.3, 8, -2, -6, -1, -2, 4, -6
- Cc1ccc(S(=O)(=O)NCCC(=O)Nc2nnc(C)s2)cc1
 : -7, -12, 1.1, 3, 2, 7, -8, -1, -2, 0
- CC(=O)NC(CC(=O)OCC(=O)N1CCc2ccccc21)c1ccccc1 (stereo unspecified)
 : -14, 9, 0.2, 5, 2, 3, 2, -1, -3, 1
- O=C(NC(NC(=S)Nc1ccc(Cl)c(Cl)c1)C(Cl)(Cl)Cl)c1ccco1 (stereo unspecified)
 : 0, -2, 2.0, 0, -1, -1, -85, 4, 0, 2
- Cc1nc(-c2nnc(SCC(=O)Nc3cc(Cl)cc(Cl)c3)n2C)cs1
 : -8, -1, -0.3, -9, 2, -3, -5, -6, -1, 6
- O=C(ONC(=O)C1CCCCC1C(=O)NOC(=O)c1ccccc1)c1ccccc1 (stereo unspecified)
 : 2, -7, 0.2, 3, 2, -2, 0, -2, 3, -2
- [O-][n+]1ccccc1C(O)CSc1ccccc1 (stereo unspecified)
 : 12, -7, 0.6, 1, 0, 3, -7, 5, 0, -1
- O=C(CSCc1ccc(C(=O)O)cc1)Nc1ccc2ccccc2c1
 : 2, 5, 0.0, -7, -3, -4, 10, -5, 2, 2
- O=C1c2cccc3c(N4CCCCC4)ccc(c23)C(=O)N1c1ccc(O)cc1
 : 0, 0, -0.6, -3, -1, -1, -3, 12, -1, 10

(cont.)
Second line of a record – TDP2 absorb, Tn6 DDE FP, proKLK7 act, Tn7 DDE FP, UHRF1 binding, MBD2 DNA inh, SIAE primary, TCR CD3 inh, LEDGF integ inh, PRMT1 inh
- CC1=C(C(=O)Nc2ccccc2C(=O)NC2CCCCC2C)SCCO1 (stereo unspecified)
 : 5, -7, 0.7, 1, -5, -1, 8, 7, 0, 3
- COCCNC(=O)c1ccc(NS(=O)(=O)c2cc(C)ccc2C)cc1
 : -5, 2, -0.1, 3, 4, 4, -2, -9, 0, 0
- CCC1NC(=O)c2cccnc2-n2c1nc1cc(C)cc(C)c1c2=O (stereo unspecified)
 : 1, -3, 0.7, 2, -2, -2, 5, -9, 4, 0
- COc1ccc(-c2sc(Nc3ccc(F)c(F)c3F)nc2CCC(=O)NN)cc1
 : 0, -1, -0.6, 8, -4, -10, 14, 0, 0, -3
- CCOc1ccc(OCC(=O)N(C)c2c(N)n(Cc3ccccc3)c(=O)[nH]c2=O)cc1
 : -13, -9, -0.1, -4, -1, 0, -3, 4, 5, -7
- Cn1c(=O)[nH]c2ncccc21
 : 6, 3, 1.1, 4, -1, 2, 11, -12, -2, 5
- CC(CCCC(C)(C)O)CC1C2=C(CCCC2=O)OC2=C1C(=O)CCC2 (stereo unspecified)
 : 3, 6, 0.6, -3, 2, -8, -1, -1, 0, 0
- Cc1cc(C(=O)OCC(=O)NC2CCCC2)c2ccccc2n1
 : -1, 8, -0.6, 7, -2, -5, 3, 6, 0, -1
- COc1ccc(C(=O)Nn2c(C)ccc2C)cc1OC
 : -8, 0, -1.0, -11, 1, 1, 0, 4, 2, 0
- O=C(Cn1cc(COc2ccc3ccc(=O)oc3c2)nn1)c1ccc(O)cc1
 : 0, 1, 1.6, 2, 9, -6, 1, 2, 7, 2
- Cc1cc(C)c2c(N)c(S(=O)c3ccc(C(C)(C)C)cc3)sc2n1 (stereo unspecified)
 : -5, -2, 0.3, -13, 1, -1, -1, -3, 36*, 33*
- O=C(NCCNc1ccc([N+](=O)[O-])cc1)c1cccc(Br)c1
 : -6, -7, 0.8, 5, 6, 2, -11, -6, -5, 2
- COc1ccc(CNc2nc(SC)n[nH]2)cc1OC
 : -5, 1, -0.6, -2, -1, 5, -6, -9, -8, 0
- CC(C)CCNC(=O)CN(Cc1ccccc1)C(=O)CCC(=O)Nc1nccs1
 : 0, 0, -0.3, 3, -1, 6, -7, -12, -7, 4
- COc1cccc(NS(=O)(=O)c2c(C(=O)N3CCCCCC3)c(C)n(C)c2C)c1
 : -6, -7, -0.3, -4, 1, 0, -4, 4, 3, 0
- CC(=O)c1ccc(NC(=O)CN2CCC(C(=O)c3ccc4c(c3)OCCO4)CC2)cc1
 : 3, -8, -0.7, -1, 0, 2, -1, -8, 1, 2
